Source: PubChem BioAssay (several laboratories)
Mcl1 Bid PPI: disrupts binding of human Mcl-1 to Bid peptide; Q07820; TR-FRET Mcl-1/Bid-Dy647 peptide binding, 1536-well; inhibition, % at 21.7 µM; 220,000 tested, 0.97% active;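 active means compounds that cut the binding signal by more than half at the single screening dose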;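 further: His-tagged Mcl-1 with europium anti-His antibody binding Bid BH3 peptide; 0% = Mcl-1 plus peptide wells and 100% = peptide-only wells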
GSH bead fluor: compound fluoresces at 488/530 nm on GSH beads. fluorescence (KMESF) at 10 µM. GSH beads flow cytometry, compound fluorescence 488/530 nm; hits give high values. 190,000 tested, 0.25% active; in the data active means fluorescence above about 89;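 further: glutathione beads carrying GST-tagged Bcl family fusion proteins plus one bare bead set; values are compound well signal with DMSO vehicle wells as background; inactives centre near 16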
RGS4-Gao reg: human RGS4-Galphao interaction regulation; Multiplexed bead flow cytometry, RGS4-Galphao binding; actives lie on both sides; binding response (% of control), % at 10 µM; 220,000 tested, 0.33% active; P09471; in the data active means binding response below about 49% or above about 150%; inactive means in between;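 further: fluorescent Galphao activated with aluminum fluoride binding bead-coupled RGS4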
Target sequence (P09471 whole entry, looked up): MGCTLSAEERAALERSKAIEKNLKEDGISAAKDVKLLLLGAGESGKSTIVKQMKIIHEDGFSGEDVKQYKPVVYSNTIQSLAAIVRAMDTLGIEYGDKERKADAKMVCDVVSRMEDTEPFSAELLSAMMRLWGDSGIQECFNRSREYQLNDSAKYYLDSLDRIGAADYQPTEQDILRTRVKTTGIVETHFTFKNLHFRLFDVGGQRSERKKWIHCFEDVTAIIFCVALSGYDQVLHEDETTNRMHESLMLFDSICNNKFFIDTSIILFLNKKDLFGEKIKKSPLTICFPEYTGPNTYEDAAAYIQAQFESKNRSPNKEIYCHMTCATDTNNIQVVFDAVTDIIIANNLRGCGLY
Mcl-1 Bim block: disrupts Bim peptide binding to human Mcl-1; Q07820; Bead-based flow cytometry, Bim peptide-Mcl-1 binding; inhibition, % at 10 µM; 190,000 tested, 0.1% active;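 further: 0% = no compound tracer wells and 100% = peptide blocker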
Bcl-B Bim block: disrupts Bim peptide binding to human Bcl-B; Q9HD36; bead-based flow cytometry; inhibition, % at 10 µM; 190,000 tested, 0.073% active; AID 951;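 further: 0% = tracer peptide without compound and 100% = reference inhibitor peptide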
RGS8-Gao: regulators of human RGS8-Galphao interaction. multiplexed bead flow cytometry, RGS8-Galphao binding; actives lie on both sides. 220,000 tested, 0.34% active. AID 1423. P09471. response (percent of control binding), % at 10 µM; in the data active means response below about 60% or above about 140%; inactive means in between;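 further: Galphao activated as the GDP aluminium fluoride complex binding bead-coupled RGS8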
Bcl-2 Bim block: human Bim-Bcl-2 interaction inhibition | Bead-based flow cytometry, Bim peptide-Bcl-2 binding | P10415 | 190,000 tested, 0.06% active | inhibition, % at 10 µM; in the data active means inhibition above about 40%; inconclusive means no clear call, values can overlap the other calls;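 further: 0% = no compound wells with probe peptide and 100% = reference peptide inhibitor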
Target sequence (P10415 whole entry, looked up): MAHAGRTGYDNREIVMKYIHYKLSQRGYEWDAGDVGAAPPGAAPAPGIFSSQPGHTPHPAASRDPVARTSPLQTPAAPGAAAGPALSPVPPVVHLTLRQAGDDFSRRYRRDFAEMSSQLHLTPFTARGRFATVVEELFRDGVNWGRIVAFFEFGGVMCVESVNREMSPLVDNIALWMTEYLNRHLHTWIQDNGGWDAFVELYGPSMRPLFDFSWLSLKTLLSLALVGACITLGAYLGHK
Bim-Bcl-XL: human Bim-Bcl-XL interaction inhibition; Bim peptide-Bcl-XL binding, bead flow cytometry, fluorescence; inhibition, % at 10 µM; 190,000 tested, 0.04% active; AID 1007
Target sequence (Q07817 whole entry, looked up): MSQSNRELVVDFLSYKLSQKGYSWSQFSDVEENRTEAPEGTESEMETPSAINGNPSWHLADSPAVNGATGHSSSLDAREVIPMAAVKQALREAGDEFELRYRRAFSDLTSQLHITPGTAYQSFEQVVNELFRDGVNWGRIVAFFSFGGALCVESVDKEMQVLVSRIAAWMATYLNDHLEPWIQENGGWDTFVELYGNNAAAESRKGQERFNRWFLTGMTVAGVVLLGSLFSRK
RGS7-Gao: modulates binding of RGS7 to human Galphao. P09471. Multiplexed bead flow cytometry; actives lie on both sides. binding response (% of control), % at 10 µM. 220,000 tested, 0.35% active; in the data active means binding response below about 49% or above about 150%; inconclusive means no clear call, values can overlap the other calls; inactive means in between;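 further: fluorescent Galphao held in activated GDP-AlF4 state binding bead-coupled RGS7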
Bim-Bfl-1: disrupts Bim binding to human Bfl-1 | Bead-based flow cytometry, Bim-Bfl-1 binding inhibition | inhibition, % at 10 µM | 190,000 tested, 0.12% active;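 further: 0% = wells without compound plus tracer and 100% = blocker peptide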
Bcl-W Bim block: inhibitors of Bim-Bcl-W interaction, human; 190,000 tested, 0.02% active; inhibition, % at 10 µM; bead-based flow cytometry, Bim peptide-Bcl-W binding;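 further: 0% = bound tracer without compound and 100% = peptide blocker; higher means less fluorescent Bim peptide bound to Bcl-W beads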
Target sequence (Q92843 whole entry, looked up): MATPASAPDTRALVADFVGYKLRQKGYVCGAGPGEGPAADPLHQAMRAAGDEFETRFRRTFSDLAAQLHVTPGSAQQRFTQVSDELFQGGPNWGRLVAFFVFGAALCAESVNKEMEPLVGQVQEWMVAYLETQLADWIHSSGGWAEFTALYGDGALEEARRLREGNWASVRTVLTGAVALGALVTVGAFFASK
* hit, by the source's call; ? = inconclusive. Unless noted, no stated cut-off is given here; in the data, active means inhibition above about 40%.

Values run as follows: Mcl-1 Bim block, Bim-Bfl-1, Bcl-B Bim block, GSH bead fluor, RGS7-Gao, RGS4-Gao reg, Bcl-W Bim block, RGS8-Gao, Bcl-2 Bim block, Bim-Bcl-XL, Mcl1 Bid PPI
1. Cc1ccc(S(=O)(=O)N2CCN(C(=O)c3ccc([N+](=O)[O-])cc3)C2)cc1
 : -2, -5, -4, 8, 106, 104, -3, 104, -3, -4, -15
2. CCN(CC)c1ccc(C2NCC(c3ccc([N+](=O)[O-])cc3)O2)cc1 (stereo not drawn)
 : -2, 0, 0, 15, 105, 104, 0, 102, 0, 0, -15
3. CCCN1CNc2c(c(=O)[nH]c(=S)n2-c2ccc(Cl)cc2)C1
 : -3, -6, -6, 12, 100, 96, -3, 97, -3, -4, -47
4. O=C(O)c1ccc(-c2ccc(/C=C3\NC(=O)N(Cc4ccc(Cl)cc4)C3=O)o2)cc1Cl
 : 2, 0, 0, 18, 98, 100, 4, 100, -1, 1, 6
5. COc1cc(/C=C(/C(=O)c2cccs2)c2nc3ccccc3[nH]2)cc(OC)c1O
 : -1, 3, -2, 19, 101, 105, 2, 104, 1, 0, -28
6. O=C(NCc1ccco1)C(Cc1ccccc1)NS(=O)(=O)c1cccc2nsnc12 (stereo not drawn)
 : -7, -10, -5, 23, 99, 99, -7, 99, -13, -11, -6
7. C=CCn1c(CNC(=O)c2cccs2)nnc1SCC(=O)Nc1ccc(C(=O)O)cc1
 : 2, -5, -3, 71, 101, 97, 0, 96, -2, -2, 0
8. Cc1ccccc1NC(=O)NC1(C(=O)NCCCN2CCOCC2)CCCCC1
 : -1, -3, -7, 16, 99, 102, -4, 103, -3, -6, -4
9. Cn1c(=O)[nH]c(=O)c2c1nc(CN(Cc1ccccc1)Cc1ccccc1)n2CCN1CCOCC1
 : 0, 0, 0, 17, 102, 104, 0, 103, 0, -1, -3
10. O=[N+]([O-])c1cccc(-c2nnc(C34CC5CC(CC(C5)C3)C4)o2)c1
 : -3, 1, -7, 10, 94, 94, -3, 98, -1, -5, -16
11. O=C(NC(=S)Nc1ccc(F)c([N+](=O)[O-])c1)c1ccccc1F
 : -1, -1, -1, 18, 101, 103, -4, 99, 0, -2, -29
12. Cc1cc(C(=O)N(C)CC(=O)Nc2ccccc2C(F)(F)F)c(C)o1
 : -7, -4, -7, 35, 103, 100, -3, 97, -4, -27, -24
13. Cn1c(C(=O)OC(C(=O)NC2CCCC2)c2cccnc2)cc2sccc21 (stereo not drawn)
 : 0, 0, -1, 10, 101, 110, 0, 98, 1, 0, -18
14. S=c1[nH]nc(-c2cccc(Br)c2)o1
 : -4, -1, -15, 14, 100, 102, -2, 104, -5, -2, -22
15. CCCCN(C(=O)CSc1nnc(-c2ccc(OC)cc2)n1CC)c1c(N)n(Cc2ccccc2)c(=O)[nH]c1=O
 : -3, 2, -3, 9, 95, 102, -1, 98, -2, 0, -39
16. CCOc1ccc(-c2nc(C#N)c(NCC3CCCO3)o2)cc1 (stereo not drawn)
 : -3, -20, -10, 36, 100, 99, -4, 99, -13, -7, 0
17. O=C(/C=C/c1cccc(Cl)c1)N1CCC(Cc2ccccc2)CC1
 : -4, -4, -4, 9, 98, 100, -3, 101, -3, -3, -4
18. O=c1[nH]c(Cn2nnc(-c3ccccc3)n2)nc2scc(-c3ccccc3)c12
 : 0, -13, -9, 56, 103, 103, 3, 103, -7, -5, -17
19. O=C(O)c1ccc(NC(=S)N2CCCCC2)cc1
 : 6, -2, 1, 21, 109, 103, 3, 103, 2, 0, -70
20. O=[N+]([O-])c1ccccc1/C=C/C=N/n1c(-c2ccco2)n[nH]c1=S
 : -4, 7, -35, 8, 102, 100, 0, 99, -2, -3, -5
21. Cc1nc2ncnn2c(C)c1Cc1ccc(Cl)cc1
 : 2, 0, 0, 48, 95, 92, 0, 93, 1, 1, -13
22. CN(C)c1ccc(CNc2ncn[nH]2)cc1
 : 0, -5, -3, 9, 102, 104, 0, 102, 0, 0, -41
23. COc1ccc(Cc2ccc(OC)c(N)c2)cc1N
 : -6, -11, 16, 16, 85, 93, -3, 97, -3, -7, -37
24. CCSc1nnc(NC(=O)C2Cc3ccccc3CN2C(=O)c2ccco2)s1 (stereo not drawn)
 : 0, 1, 1, 15, 99, 98, 4, 97, 2, -2, -7
25. CCCn1cc(SCC(=O)Nc2nnc(C)s2)c2ccccc21
 : 5, 8, 2, 11, 103, 101, 1, 101, 4, 3, -8
26. Cc1ccc([N+](=O)[O-])c(OCCCN2C(=O)NC(C)(C)C2=O)c1
 : -3, -6, -3, 10, 98, 101, -2, 99, -3, -2, -21
27. COc1ccc(C(O)C(CC(=O)NCCCOC(C)C)C(=O)NCCCOC(C)C)cc1OC (stereo not drawn)
 : -2, -4, -9, 12, 98, 100, -6, 101, -5, -9, 11
28. Cc1cc(OCC(=O)NCc2cccnc2)ccc1[N+](=O)[O-]
 : -1, 2, 0, 14, ?, 101, -4, 101, 7, 0, -38
29. COCCN(Cc1cc2ccccc2[nH]c1=O)C(=O)c1ccccc1OC
 : -7, -10, -3, 21, 104, 100, -6, 97, -1, -7, 2
30. Cc1cc2ccccc2n1CCNC(=O)c1ccc(S(=O)(=O)N2CCOCC2)cc1
 : -3, -1, 0, 27, 108, 106, -2, 103, -1, 2, -17
31. COc1ccc(-c2nn(-c3ccccc3)cc2C(=O)N2c3ccc(C)cc3C3CN(C)CCC32)cc1 (stereo not drawn)
 : -2, -3, 0, 27, ?, 103, 1, 102, -2, 0, -5
32. CCCc1cc(=O)oc2cc(C)c3c(C)coc3c12
 : -3, 4, 0, 34, 96, 96, 3, 98, 4, 0, 0
33. COc1ccccc1C(=O)Nc1nc(-c2ccc(S(=O)(=O)N3CCOCC3)cc2)cs1
 : 0, -9, -4, 23, 102, 100, 7, 99, -6, 0, -40
34. CCCNS(=O)(=O)c1ccc(CCC(=O)N2CCN(c3ccc(F)cc3)CC2)cc1
 : -4, -3, -5, 10, 100, 103, -4, 103, -8, -5, -32
35. CCOc1ccc(NC(=O)C2CCCCN2S(=O)(=O)c2ccccc2)cc1 (stereo not drawn)
 : -1, -13, -8, 13, 99, 96, 0, 101, -11, -5, -35
36. N#CCCN1CCN(S(=O)(=O)c2ccc3c(c2)OCCCO3)CC1
 : -1, -4, -2, 21, 100, 101, -2, 100, -5, -2, -12
37. CC(=O)Nc1ccc(S(=O)(=O)Nc2cccc(-c3cn4cccnc4n3)c2)cc1
 : -2, -5, -3, 8, 102, 99, 1, 96, -7, 1, -7
38. COc1cc(S(=O)(=O)Nc2ncccc2C)c(OC)cc1Cl
 : -3, -2, -3, 20, 96, 97, -1, 100, -4, 0, -4
39. Cc1cc(N2CCOCC2)nc(SCC(=O)c2ccc(Cl)cc2)n1
 : 2, 1, 2, 4, 93, 94, 3, 88, 0, 0, -10
40. CC(NS(=O)(=O)c1ccccc1)C1COc2ccccc2O1 (stereo not drawn)
 : 0, 0, 0, 19, 110, 103, -1, 103, 1, -1, -34

Three compounds from above, arranged by their value in GSH bead fluor, high to low.
Values run as follows: Mcl-1 Bim block, Bim-Bfl-1, Bcl-B Bim block, GSH bead fluor, RGS7-Gao, RGS4-Gao reg, Bcl-W Bim block, RGS8-Gao, Bcl-2 Bim block, Bim-Bcl-XL, Mcl1 Bid PPI
29. COCCN(Cc1cc2ccccc2[nH]c1=O)C(=O)c1ccccc1OC
 : -7, -10, -3, 21, 104, 100, -6, 97, -1, -7, 2
8. Cc1ccccc1NC(=O)NC1(C(=O)NCCCN2CCOCC2)CCCCC1
 : -1, -3, -7, 16, 99, 102, -4, 103, -3, -6, -4
13. Cn1c(C(=O)OC(C(=O)NC2CCCC2)c2cccnc2)cc2sccc21 (stereo not drawn)
 : 0, 0, -1, 10, 101, 110, 0, 98, 1, 0, -18

Carrying on:
Values run as follows: Mcl-1 Bim block, Bim-Bfl-1, Bcl-B Bim block, GSH bead fluor, RGS7-Gao, RGS4-Gao reg, Bcl-W Bim block, RGS8-Gao, Bcl-2 Bim block, Bim-Bcl-XL, Mcl1 Bid PPI
41. O=C(c1ccco1)N1CCN(c2nc3ccccc3n3nnnc23)CC1
 : -1, 2, -1, 16, 101, 98, 0, 96, 1, 1, -28
42. Cc1cc(C)n2c(nc3ccccc32)c1C(=O)NCc1ccccc1
 : -2, -3, -1, 9, 107, 104, 0, 101, 0, 0, 3
43. CCOC(=O)C1CCN(C(=O)COC(=O)c2ccc3c(c2)C(=O)N(c2ccc(OCC)cc2)C3=O)CC1
 : -2, 1, -1, 12, 103, 101, 3, 102, 2, -1, -8
44. CCN1CCN(C(=O)c2ccc(Sc3ccccc3Cl)c([N+](=O)[O-])c2)CC1
 : -4, -6, -7, 10, 102, 96, -5, 101, -3, -8, -29
45. Cc1cc(C)c2c3c(sc2n1)C(c1cccc(F)c1)C(C#N)=C(N)O3 (stereo not drawn)
 : -3, -4, -1, 23, 95, 97, -3, 94, -8, -4, -20
46. CC1CCCCC1NC(=O)c1ccc(S(=O)(=O)NCc2ccco2)cc1 (stereo not drawn)
 : -5, -3, -1, 18, 98, 100, -5, 100, 2, -4, -13
47. O=C(Cn1ccc([N+](=O)[O-])n1)NCc1ccco1
 : -5, 0, -1, 17, 98, 99, 0, 95, -3, 0, -18
48. Cn1c(=O)c2c(nc(OCc3cccnc3)n2Cc2ccccc2)n(C)c1=O
 : 0, -11, -7, 42, 101, 97, 3, 99, -6, 7, -2
49. CC(OC(=O)c1cc2c(s1)CCCCC2)C(=O)NC(N)=O (stereo not drawn)
 : 2, 0, 3, 14, 93, 117, 2, 88, 0, 0, 10
50. Cc1nn2cc(-c3ncc(C(F)(F)F)cc3Cl)cnc2c1Br
 : 0, -3, -3, 11, ?, 126, 0, 120, -4, -3, -25

Values in list order from the list:
RGS8-Gao, compounds 41–45, in order: 96, 101, 102, 101, 94
GSH bead fluor, compounds 41–45, in order: 16, 9, 12, 10, 23

The list goes on.
Values run as follows: Mcl-1 Bim block, Bim-Bfl-1, Bcl-B Bim block, GSH bead fluor, RGS7-Gao, RGS4-Gao reg, Bcl-W Bim block, RGS8-Gao, Bcl-2 Bim block, Bim-Bcl-XL, Mcl1 Bid PPI
51. CCOC(=O)c1csc(NC(=O)CC2CCCC2)n1
 : 0, -6, -6, 11, 105, 104, 0, 107, -3, -1, -5
52. O=C(Nc1ccon1)c1cc2ccccc2oc1=O
 : 1, -3, 0, 4, 102, 104, 0, 103, -5, 0, 15
53. CCOc1ccc(N(Cc2cc3ccc(C)cc3[nH]c2=O)C(=O)COC)cc1
 : 0, -11, -8, 38, 103, 103, 0, 102, -11, -23, -20
54. O=C(Nc1nc2ccccc2n1CCN1CCCCC1)c1ccc(Cl)cc1
 : -7, -3, -1, 32, 101, 107, -5, 106, -6, -7, -13
55. O=C(O)CCCN=C1CCCc2ccccc2N1
 : -3, -1, -2, 18, 103, 102, -4, 101, -4, -5, -3
56. O=S(=O)(c1ccc2ccccc2c1)N1CCN(C2Cc3ccccc3C2)CC1
 : -3, -7, -11, 11, 99, 98, -6, 98, -9, -9, 36
57. N#C/C(=C\c1ccc(N2CCOCC2)c([N+](=O)[O-])c1)c1nc2ccccc2[nH]1
 : 0, -5, -10, 10, 102, 101, -2, 103, -3, -1, -44
